Source: PubChem (National Center for Advancing Translational Sciences (NCATS))
S-ASM inh = blocks human secretory acid sphingomyelinase | P17405 | placental ASM, HMU-PC fluorogenic substrate, 60 min | Potency, µM (titrated, usually from 57.5 µM), without a hit: at the top dose activity change, negative = inhibition, actives largely listed as inhibitors | 0.006% of 340,000 active | AID 504937; note: potency is the fitted concentration of half-maximal effect
Target sequence (P17405 47-631 limits assumed): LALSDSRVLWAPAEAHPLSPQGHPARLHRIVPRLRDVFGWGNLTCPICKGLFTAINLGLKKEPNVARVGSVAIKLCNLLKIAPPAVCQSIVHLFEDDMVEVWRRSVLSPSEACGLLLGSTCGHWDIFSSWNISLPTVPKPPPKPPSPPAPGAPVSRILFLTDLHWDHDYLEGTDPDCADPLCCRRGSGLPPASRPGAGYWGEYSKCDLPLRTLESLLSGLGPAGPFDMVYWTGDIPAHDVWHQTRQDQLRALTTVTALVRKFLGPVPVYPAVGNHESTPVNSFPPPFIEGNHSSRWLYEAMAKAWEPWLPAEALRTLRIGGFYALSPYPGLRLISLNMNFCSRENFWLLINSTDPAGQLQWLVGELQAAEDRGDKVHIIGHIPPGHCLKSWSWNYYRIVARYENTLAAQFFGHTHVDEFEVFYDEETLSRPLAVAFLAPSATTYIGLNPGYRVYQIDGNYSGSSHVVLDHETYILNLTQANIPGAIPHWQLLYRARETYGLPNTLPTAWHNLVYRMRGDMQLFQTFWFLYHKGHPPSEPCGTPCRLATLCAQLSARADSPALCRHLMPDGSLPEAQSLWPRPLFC
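HMU-PC0 cleavage (9 uM final) by human placental ASM, 60 min at 37 °C following 10 min compound exposure at RT; stopped at pH 10, fluorescence Ex 386/Em 447 nm.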
Giardia killer = kills Giardia lamblia; Giardia lamblia trophozoite viability; activity change, % at 7.66 µM, hits read low; 0.15% of 340,000 active; in the data active = activity change below about -80%;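 note: parasites exposed to compound for two days anaerobically before the ATP read; % is set by controls: 0 for no effect and ±100 for the full control effect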
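Luminescent ATP signal served as the viability read-out, measured 15-30 min after adding ATP detection reagent to trophozoites that had been incubated with compounds for 48 hrs at 37 deg C anaerobically at 100 cells/well.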
PTAP TSG101 blk = blocks PTAP/TSG101 interaction to inhibit HIV-1 budding; Q99816; Fluorescence polarization, FITC-PTAP peptide / Tsg101 binding; Potency, µM (titrated, usually from 115 µM), without a hit: top-dose activity change, negative = inhibition, usual class: inhibitors; 340,000 tested, under 10 active; AID 493005; active = well fitted inhibition curve with a large enough effect in the main read-out, with a control signal flat, not every such curve was filed as active; note: potency is the fitted concentration of half-maximal effect; % of control where 0% means no effect
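Fluorescence polarization binding of Tsg101 binding domain (10 uM final) to FITC-labeled PTAP peptide (50 nM final) in HEPES pH 7.5 buffer with NaCl, Tween 20, EDTA, TCEP. Compounds added before peptide; binding 20 min at RT.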
Integrin act MD = integrin-mediated muscular dystrophy alleviation activation; Potency, µM (titrated, usually from 38.3 µM), for inactives: top-dose activation, usual class: activators; 0.064% of 350,000 active; alpha7betagal myoblasts, beta-gal FDG fluorescence, 48 h;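 note: potency is the fitted concentration of half-maximal effect; 100% = response of the positive control SU9516; nearly all actives have a fitted effect of over 60% in size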
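Alpha7betagal+/- myoblasts (passage 13) were plated 16-24 hr, then exposed to compounds (1:260 dilution of DMSO stock) for 48 hours at 37C. After MPER lysis, β-galactosidase reporter activity was read as FDG fluorescence (ex 480/em 540) after 30 minutes.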
* = called active by the depositor; [ ] = another dose, or the depositor's remark. Unless noted, calls come from the whole dose curve; as a rule, active = well fitted curve in the direction sought with a large enough effect; inconclusive = small, poorly fitted or top-dose-only effect, or another doubt; inactive = no such curve, though single readings can be large; an effect the other way counts as inactive or inconclusive.

#	Structure	PTAP TSG101 blk	S-ASM inh
1	Cc1ccccc1Oc1ccc2c(c1)[C@@H]1C[C@H](N(C)C(=O)c3ccc(C#N)cc3)[C@H]([C@H](C)O)C(=O)N1CC2	-6.5%	-6.8%
2	Cc1csc(NC(=O)Cc2ccc(Cl)cc2)n1	0.0%	0.4%
3	C#CCN1C=CC(=O)[C@@H](OC(=O)Nc2ccccc2Br)[C@H]1c1ccccc1Br	-1.8%	0.0%
4	O=C1NC(CCO)C(=O)NC1CCO (centres undefined)	-2.1%	-2.9%
5	CC1(C)OC2OC3C(CNCCO)OC(c4ccccc4)OC3C2O1 (centres undefined)	-2.6%	2.8%
6	Cn1cnc2c(ncn2C2OC(CO)C(O)C2O)c1=S (centres undefined)	0.0%	7.0%
7	Cc1ccccc1-c1cccc([C@@H]2C[C@H]3[C@H](CON3C)CN2C)c1	1.1%	1.8%
8	CC1NC(C)c2c(ccc3ccccc23)O1 (centres undefined)	-1.5%	17.6%
9	CCOC(=O)c1ccc2ncc(C(=O)OCC)c(NCCN(C)C)c2c1	-4.5%	6.2%
10	CSc1ccc(C(=O)C2CCCN(C(=O)CCc3c(C)nn(C)c3C)C2)cc1 (centres undefined)	-1.3%	0.8%
11	COc1cc(C2OC(=O)C3C(c4ccc(OC(C)=O)c(OC)c4)OC(=O)C23)ccc1OC(C)=O (centres undefined)	-4.1%	5.0%
12	CC(=O)OCCCN(C)CC/C=C1/c2ccccc2CSc2ccccc21	0.8%	-3.4%

#	Integrin act MD	Giardia killer
1	11.4%	24.7
2	-38.6%	-0.5
3	-1.4%	-18.9
4	17.8%	-15.5
5	3.4%	2.0
6	5.9%	-14.1
7	14.9%	-1.8
8	5.9%	15.8
9	-0.5%	27.9
10	-10.9%	1.6
11	0.0%	5.2
12	0.0%	-9.4

New compounds follow:
#	Structure	PTAP TSG101 blk	S-ASM inh
13	O=C(NCc1ccc(OC(F)(F)F)cc1)c1cc(-c2ccccc2)nn1CC1CC(c2cccnc2)=NO1 (centres undefined)	-0.9%	-13.3%
14	Cc1ccc(C)c(S(=O)(=O)N(C)c2ccc(OC(=O)C3CCN(C(=O)Nc4ccccc4)CC3)cc2)c1	-2.4%	3.6%
15	Fc1ccc(-c2nnc(-n3nnc4ccccc43)c3ccccc23)cc1	-2.9%	1.0%
16	Nc1nc(-c2cccnc2)nn1C(=O)CCc1ccccc1	1.2%	-1.7%
17	COc1cccc(SCc2noc(C(=O)NCCN(C)C)c2C(=O)NCCN(C)C)c1	-0.9%	0.9%
18	CC(C)(C)NCC(=Cc1ccccc1)C(=O)c1ccccc1	-1.8%	-1.2%
19	CN1CCc2c(C#N)c(N3CCCCC3)nc(N3CCOCC3)c2C1	-2.1%	11.4%

#	Integrin act MD	Giardia killer
13	0.0%	-4.2
14	6.8%	13.1
15	2.7%	-12.4
16	-19.8%	2.3
17	-24.3%	-13.1
18	-48.5%[inhibitor]	2.6
19	-10.4%	-13.8

Ordered by value in S-ASM inh (low to high): five from the list above.
nr	structure	S-ASM inh
16	Nc1nc(-c2cccnc2)nn1C(=O)CCc1ccccc1	-1.7%
18	CC(C)(C)NCC(=Cc1ccccc1)C(=O)c1ccccc1	-1.2%
17	COc1cccc(SCc2noc(C(=O)NCCN(C)C)c2C(=O)NCCN(C)C)c1	0.9%
15	Fc1ccc(-c2nnc(-n3nnc4ccccc43)c3ccccc23)cc1	1.0%
14	Cc1ccc(C)c(S(=O)(=O)N(C)c2ccc(OC(=O)C3CCN(C(=O)Nc4ccccc4)CC3)cc2)c1	3.6%

One compound at a time (already shown). Values in the order: PTAP TSG101 blk | S-ASM inh | Integrin act MD | Giardia killer
CC(C)(C)NCC(=Cc1ccccc1)C(=O)c1ccccc1 as listed: -1.8% | -1.2% | -48.5%[inhibitor] | 2.6
Fc1ccc(-c2nnc(-n3nnc4ccccc43)c3ccccc23)cc1 as listed: -2.9% | 1.0% | 2.7% | -12.4
O=C(NCc1ccc(OC(F)(F)F)cc1)c1cc(-c2ccccc2)nn1CC1CC(c2cccnc2)=NO1 (centres undefined) as listed: -0.9% | -13.3% | 0.0% | -4.2
Nc1nc(-c2cccnc2)nn1C(=O)CCc1ccccc1 as listed: 1.2% | -1.7% | -19.8% | 2.3

A portion of the library; count on the stated rates, not on these rows.
